Hck Nef HTS = blocks Nef-activated human Hck kinase. AID 463187. P08631. hit rate 0.68% among 220,000. inhibition, % at 20 µM. Recombinant Hck-YEEI plus Nef, Z-Lyte FRET kinase assay;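 active = Hck-Nef kinase inhibition above about 50%, limit read from the data; inactive = inhibition below that limit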;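 also: 0% = DMSO with Hck plus Nef and 100% = Hck alone without Nef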
Runt-SMMHC FRET = blocks binding of human RUNX1 Runt domain to CBFb-SMMHC | Q01196+Q13951 | Cerulean-Runt/Venus-CBFb-SMMHC FRET ratio 530/480, 1 h | inhibition, % at 20 µM | hit rate 0.74% among 220,000 | AID 1434;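 active = mean inhibition across duplicate retests at 20 µM reaching about 50%, limit read from the data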;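 also: 0% = DMSO wells and 100% = wells with excess untagged CBFb-SMMHC; inhibitors lower the FRET ratio by blocking Runt binding to CBFb-SMMHC; some results filed as inactive read as strong as hits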
Target sequence (Q01196 whole entry, looked up, the tested form may be a part): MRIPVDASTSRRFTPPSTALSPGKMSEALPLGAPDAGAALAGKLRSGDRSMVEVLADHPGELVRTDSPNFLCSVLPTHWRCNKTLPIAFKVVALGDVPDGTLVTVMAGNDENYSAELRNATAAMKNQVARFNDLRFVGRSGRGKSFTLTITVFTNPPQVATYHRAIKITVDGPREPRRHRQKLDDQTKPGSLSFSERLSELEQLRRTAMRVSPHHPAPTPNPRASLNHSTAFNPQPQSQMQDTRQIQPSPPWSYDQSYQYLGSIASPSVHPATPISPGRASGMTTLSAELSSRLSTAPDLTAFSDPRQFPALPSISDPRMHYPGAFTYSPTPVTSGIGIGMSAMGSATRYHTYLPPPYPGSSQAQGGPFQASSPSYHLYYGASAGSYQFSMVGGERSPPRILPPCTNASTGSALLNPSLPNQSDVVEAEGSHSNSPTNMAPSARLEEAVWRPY
Target sequence (Q13951 whole entry, looked up, the tested form may be a part): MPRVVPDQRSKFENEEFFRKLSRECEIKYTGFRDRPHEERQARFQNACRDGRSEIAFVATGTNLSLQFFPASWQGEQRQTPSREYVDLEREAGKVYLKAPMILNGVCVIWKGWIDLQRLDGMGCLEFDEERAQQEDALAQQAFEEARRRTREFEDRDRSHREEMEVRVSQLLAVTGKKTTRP
NPY-Y1 PAM-ag = potentiators or agonists of human neuropeptide Y receptor Y1. P25929. NPY-Y1 expressing cells, potentiator/agonist activation. activation, % at 3.6 µM. hit rate 0.37% among 220,000. AID 1304; in the data active = activation above about 33%, passing the limit was not always enough;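 also: cells stimulated with NPY at EC10 then isoproterenol at EC100; 0% = low agonist plus stimulus and 100% = saturating agonist plus stimulus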
Target sequence (P25929 whole entry, looked up): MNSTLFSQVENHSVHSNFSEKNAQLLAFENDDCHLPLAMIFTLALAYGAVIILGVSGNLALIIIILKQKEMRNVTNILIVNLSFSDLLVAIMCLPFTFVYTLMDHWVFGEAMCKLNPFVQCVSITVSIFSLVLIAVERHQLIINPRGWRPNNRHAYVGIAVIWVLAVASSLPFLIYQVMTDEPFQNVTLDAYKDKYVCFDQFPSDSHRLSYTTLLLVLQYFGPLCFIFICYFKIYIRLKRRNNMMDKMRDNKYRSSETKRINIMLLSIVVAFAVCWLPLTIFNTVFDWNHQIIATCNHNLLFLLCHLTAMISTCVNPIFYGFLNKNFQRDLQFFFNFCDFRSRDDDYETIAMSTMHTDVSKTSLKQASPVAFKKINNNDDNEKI
NPY-Y2 PAM-ag = human NPY-Y2 potentiation or agonism, primary screen | activation, % at 3.6 µM | cells expressing NPY-Y2, potentiator/agonist read-out | hit rate 0.45% among 220,000; in the data active = activation above about 27%;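 also: cells stimulated with NPY near EC25 plus isoproterenol at EC100; 0% = vehicle plus submaximal agonist and 100% = vehicle plus saturating agonist; some results beyond the cut were filed as inactive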
NPY-Y1 antag = NPY-Y1 (human) receptor antagonism | P25929 | HEK293-CNG Y1 cells, membrane potential fluorescence; NPY at EC95, then isoproterenol | inhibition, % at 3.6 µM | hit rate 1% among 200,000;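 active = inhibition above the campaign mean inhibition of all tested compounds plus 3 SD, cut at about 20% in these data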;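 also: 0% = DMSO wells given NPY plus isoproterenol and 100% = isoproterenol alone without NPY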
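System: HEK293 cells with Y1 receptor plus CNG channel / Probe or stimulus: NPY 25 nM then isoproterenol 1 µM plus Ro 20-1724 25 µM / Compound: one concentration, 3.6 µM, in 0.4% DMSO / Schedule: compound incubation 1 h at room temperature, readout 45 min post-stimulation / Measured by: membrane potential fluorescence / Read-out: % inhibition of NPY effect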
MDM2 E3 inh = blocks human Mdm2 ubiquitin ligase activity. Q00987. cell-based MDM2 ubiquitination luciferase reporter, 2 h; 0 = plate control, 100 = twice control, blank-subtracted. signal enhancement, % at 5 µM. hit rate 0.11% among 210,000;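 active = signal enhancement of 30% or more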;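 also: luminescence tracks abundance of the self-degrading MDM2-luciferase fusion protein; higher signal means inhibition of MDM2 E3 ligase activity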
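Assay system: mammalian cells stably expressing self-ubiquitinating, self-degrading MDM2 E3–luciferase fusion. Quantity: 2000 cells in each well. Medium: DMEM culture medium. Compound dosing: single-point 5 µM. Timing: cell settling 4 h, compound treatment 2 h, both 37 °C. Technique: luciferase luminescence. Read-out basis: percent signal gain over controls, blank-subtracted. Benchmarks: plate controls and plate blanks.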
p97 inhibitor = blocks human p97 ATPase activity; hit rate 0.42% among 220,000; inhibition, % at 8 µM; recombinant p97 ATPase, Kinase-Glo ATP luminescence, 3 h; AID 1481; P55072; in the data active = inhibition above about 15%;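 also: 0% = DMSO vehicle and 100% = wells lacking enzyme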
Runt-CBFb FRET = inhibitors of human RUNX1 Runt domain binding to CBFb. Q01196+Q13951. Cerulean-Runt/Venus-CBFb FRET ratio 530/480, 1 h. inhibition, % at 20 µM. hit rate 0.46% among 220,000;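 active = inhibition over about 50% at 20 µM in the single-dose screen, limit read from the data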;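 also: 0% = DMSO wells and 100% = excess unlabeled CBFb competitor control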
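Measured by: fluorescence energy transfer, 422 nm excitation, 530/480 nm emission; test system: Cerulean-tagged RUNX1 Runt domain (FRET donor) fusion protein; buffer or medium: Tris pH 7.5 buffer with BSA; compound: one dose, 20 µM compound, 1% DMSO; times: two 1 h room-temperature incubations shielded from light; benchmarks: unlabeled CBFb 5 µM, positive control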
RBBP9 inh = inhibitors of human serine hydrolase RBBP9; inhibition, % at 7.94 µM; hit rate 0.2% among 220,000; recombinant RBBP9, FP-Rh probe fluorescence polarization; O75884; AID 1515;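 active = inhibition above the campaign mean of all tested compounds plus 3 SD, cut at about 14% in these data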;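 also: plate controls were DMSO wells with RBBP9 for no effect and wells lacking RBBP9 protein for full effect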
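Controls: DMSO-treated enzyme wells and wells lacking RBBP9 | Material: RBBP9 protein | Technique: Fluorescence polarization | Replication: Single well per compound, no replicates | Buffer or medium: Tris-NaCl-Pluronic buffer, pH 8.0 | Timing: 30 min compound preincubation, 45 min probe labeling, 25 °C | Read-out basis: Percent inhibition from mP, scaled between DMSO and no-protein wells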
* marks the source's active call; other numbers are inactive results.

For Cc1ccc(C(C(=O)NCc2ccccc2)N(C(=O)c2csnn2)c2cccc3ccccc23)o1 (configuration not stated) the results were Hck Nef HTS 0, Runt-SMMHC FRET 0, NPY-Y1 PAM-ag 13, NPY-Y2 PAM-ag -2, NPY-Y1 antag 2, MDM2 E3 inh -14, p97 inhibitor -1, Runt-CBFb FRET 7 and RBBP9 inh -10.
COc1ccc(-c2csc(NC(=O)C3COc4ccccc4O3)n2)cc1OC (configuration not stated) was read as Hck Nef HTS 2, Runt-SMMHC FRET -9, NPY-Y1 PAM-ag -21, NPY-Y2 PAM-ag -39, NPY-Y1 antag 6, MDM2 E3 inh -18, p97 inhibitor 12, Runt-CBFb FRET -2 and RBBP9 inh 12.
Screening CSc1ccccc1NC(=O)c1cccs1 returned Hck Nef HTS 0, Runt-SMMHC FRET 2, NPY-Y1 PAM-ag 11, NPY-Y2 PAM-ag 1, NPY-Y1 antag -2, MDM2 E3 inh -10, p97 inhibitor 2, Runt-CBFb FRET -1 and RBBP9 inh -4.
`COc1ccc(C2c3[nH]c4ccccc4c3CCN2C(=O)c2cn3ccccc3n2)c(F)c1` (configuration not stated) gave Hck Nef HTS -12, Runt-SMMHC FRET -3, NPY-Y1 PAM-ag 2, NPY-Y2 PAM-ag 3, NPY-Y1 antag -7, MDM2 E3 inh -3, p97 inhibitor 5, Runt-CBFb FRET 0 and RBBP9 inh -1.
Screening CC(NC(=O)COC(=O)/C=C/c1cccc(C(F)(F)F)c1)c1ccccc1 (configuration not stated) returned Hck Nef HTS 0, Runt-SMMHC FRET -2, NPY-Y1 PAM-ag -18, NPY-Y2 PAM-ag -11, NPY-Y1 antag 4, MDM2 E3 inh -6, p97 inhibitor -1, Runt-CBFb FRET -3 and RBBP9 inh -3.
`CCOC(=O)C1C(=O)CC(C)(O)C(C(=O)OCC)C1c1ccccc1OC` (configuration not stated) gave Hck Nef HTS 2, Runt-SMMHC FRET 0, NPY-Y1 PAM-ag -6, NPY-Y2 PAM-ag 6, NPY-Y1 antag 3, MDM2 E3 inh -6, p97 inhibitor -2, Runt-CBFb FRET 6 and RBBP9 inh -5.
`CN(CC(=O)NC(c1ccccc1)c1ccccc1)Cc1nc2ccccc2c(=O)[nH]1` gave Hck Nef HTS 19, Runt-SMMHC FRET 2, NPY-Y1 PAM-ag -1, NPY-Y2 PAM-ag -15, NPY-Y1 antag 3, MDM2 E3 inh -7, p97 inhibitor 1, Runt-CBFb FRET 2 and RBBP9 inh 2.
Oc1c(Br)cc(C=Nc2ccc3nc(-c4ccccc4)[nH]c3c2)c(O)c1Br was read as Hck Nef HTS 30, Runt-SMMHC FRET -1, NPY-Y1 PAM-ag -9, NPY-Y2 PAM-ag -9, NPY-Y1 antag 3, MDM2 E3 inh -26, p97 inhibitor 11, Runt-CBFb FRET 10 and RBBP9 inh 10.
`CCCc1nc(S(=O)(=O)Cc2ccc(Cl)cc2Cl)n[nH]1` gave Hck Nef HTS 2, Runt-SMMHC FRET -5, NPY-Y1 PAM-ag 4, NPY-Y2 PAM-ag -3, NPY-Y1 antag -4, MDM2 E3 inh -42, p97 inhibitor -1, Runt-CBFb FRET 0 and RBBP9 inh -1.
For Cc1nn(-c2ccc(Cl)c(Cl)c2)c(C)c1C(=O)O the results were Hck Nef HTS 23, Runt-SMMHC FRET 4, NPY-Y1 PAM-ag -32, NPY-Y2 PAM-ag -10, NPY-Y1 antag 13, MDM2 E3 inh -9, p97 inhibitor 1, Runt-CBFb FRET -2 and RBBP9 inh 5.
CCOc1cc(NC(=S)NCCCN2CCOCC2)c(OCC)cc1NC(=O)c1cccc(C)c1 was read as Hck Nef HTS 17, NPY-Y1 PAM-ag -5, NPY-Y2 PAM-ag 12, NPY-Y1 antag 4, MDM2 E3 inh -9, p97 inhibitor 9 and RBBP9 inh 1.
`Nc1sc(-c2ccccc2)cc1-c1n[nH]c(=S)n1C1CCCCC1` gave Hck Nef HTS -1, Runt-SMMHC FRET 10, NPY-Y1 PAM-ag 1, NPY-Y2 PAM-ag 102*, MDM2 E3 inh -11, p97 inhibitor 0, Runt-CBFb FRET 17 and RBBP9 inh -5.
For O=C(NCc1ccc2c(c1)OCO2)c1n[nH]c(=O)c2ccccc12 the results were Hck Nef HTS 21, Runt-SMMHC FRET 2, NPY-Y1 PAM-ag -4, NPY-Y2 PAM-ag 2, NPY-Y1 antag 0, MDM2 E3 inh -10, p97 inhibitor 5, Runt-CBFb FRET -2 and RBBP9 inh -6.
`Cc1[nH]nc(SCC(=O)NCc2ccc(F)cc2)c1[N+](=O)[O-]` gave Hck Nef HTS 1, Runt-SMMHC FRET 1, NPY-Y1 PAM-ag 2, NPY-Y2 PAM-ag 3, NPY-Y1 antag -4, p97 inhibitor -6, Runt-CBFb FRET 0 and RBBP9 inh 2.
Screening CCc1nnc(NC(=O)CSc2nc3c(cc2C#N)CCCC3)s1 returned Hck Nef HTS 1, Runt-SMMHC FRET 13, NPY-Y1 PAM-ag -7, NPY-Y2 PAM-ag -5, NPY-Y1 antag -3, MDM2 E3 inh -61, p97 inhibitor -3, Runt-CBFb FRET 7 and RBBP9 inh -10.
Screening COc1ccc(-n2c(Cn3nnc4ccccc43)nnc2SCC(=O)O)cc1 returned Hck Nef HTS -2, Runt-SMMHC FRET 1, NPY-Y1 PAM-ag -6, NPY-Y2 PAM-ag -12, NPY-Y1 antag 3, MDM2 E3 inh 0, p97 inhibitor -2, Runt-CBFb FRET -2 and RBBP9 inh -5.
Screening COc1ccc(N(C(=O)c2cccc(OC)c2OC)C2C=CS(=O)(=O)C2)c(OC)c1 (configuration not stated) returned Hck Nef HTS 0, Runt-SMMHC FRET -1, NPY-Y1 PAM-ag 21, NPY-Y2 PAM-ag 16, NPY-Y1 antag -6, MDM2 E3 inh -15, p97 inhibitor 3, Runt-CBFb FRET -2 and RBBP9 inh -5.
CSc1ccc(CN2CCN(CC=C(C)C)C(CCO)C2)cc1 (configuration not stated) was read as Hck Nef HTS 15, Runt-SMMHC FRET -5, NPY-Y1 PAM-ag -19, NPY-Y2 PAM-ag -16, NPY-Y1 antag 2, MDM2 E3 inh -14, p97 inhibitor -4, Runt-CBFb FRET -1 and RBBP9 inh -7.
Screening S=C(NC1CC1)N1CCc2ccccc2C1 returned Hck Nef HTS -7, Runt-SMMHC FRET -2, NPY-Y1 PAM-ag -30, NPY-Y2 PAM-ag -10, NPY-Y1 antag 1, MDM2 E3 inh -3, p97 inhibitor 1, Runt-CBFb FRET -4 and RBBP9 inh -1.
`O=C(O)CC(=O)Nc1ccccc1C(=O)O` gave Hck Nef HTS 1, Runt-SMMHC FRET 1, NPY-Y1 PAM-ag 20, NPY-Y2 PAM-ag -6, NPY-Y1 antag -3, MDM2 E3 inh -6, p97 inhibitor 2, Runt-CBFb FRET -2 and RBBP9 inh 1.

Taken from the results shown, 2 compounds:
`Nc1sc(-c2ccccc2)cc1-c1n[nH]c(=S)n1C1CCCCC1` gave Hck Nef HTS -1, Runt-SMMHC FRET 10, NPY-Y1 PAM-ag 1, NPY-Y2 PAM-ag 102*, MDM2 E3 inh -11, p97 inhibitor 0, Runt-CBFb FRET 17 and RBBP9 inh -5.
For O=C(NCc1ccc2c(c1)OCO2)c1n[nH]c(=O)c2ccccc12 the results were Hck Nef HTS 21, Runt-SMMHC FRET 2, NPY-Y1 PAM-ag -4, NPY-Y2 PAM-ag 2, NPY-Y1 antag 0, MDM2 E3 inh -10, p97 inhibitor 5, Runt-CBFb FRET -2 and RBBP9 inh -6.

Continuation:
For Cc1sc2ncnc(N3CCCCC3C)c2c1C (configuration not stated) the results were Hck Nef HTS 8, Runt-SMMHC FRET 5, NPY-Y1 PAM-ag 6, NPY-Y2 PAM-ag -2, NPY-Y1 antag -2, MDM2 E3 inh -16, p97 inhibitor -3, Runt-CBFb FRET -3 and RBBP9 inh 0.
Screening Cn1c(=O)c2c(c3ccccc31)OC(=O)CC2c1cccnc1 (configuration not stated) returned Hck Nef HTS 3, Runt-SMMHC FRET -1, NPY-Y1 PAM-ag -2, NPY-Y2 PAM-ag 3, NPY-Y1 antag 5, MDM2 E3 inh -11, p97 inhibitor -4, Runt-CBFb FRET 2 and RBBP9 inh -3.
`O=C(Nc1cccnc1)C1CC(c2ccccc2O)=NO1` (configuration not stated) gave Hck Nef HTS 3, Runt-SMMHC FRET -6, NPY-Y1 PAM-ag 7, NPY-Y2 PAM-ag 2, NPY-Y1 antag 5, MDM2 E3 inh 2, p97 inhibitor 2, Runt-CBFb FRET 2 and RBBP9 inh -5.
Screening CC(=O)NC1(c2nnnn2CCOC(=O)Nc2ccc(Cl)cc2)CCCCC1 returned Hck Nef HTS 2, Runt-SMMHC FRET 2, NPY-Y1 PAM-ag 8, NPY-Y2 PAM-ag 3, NPY-Y1 antag -6, MDM2 E3 inh -13, p97 inhibitor 3, Runt-CBFb FRET 2 and RBBP9 inh 0.
`O=C(NCc1cccs1)[C@@H]1CSC2c3ccccc3C(=O)N21` (some centres not stated) gave Hck Nef HTS 1, Runt-SMMHC FRET -3, NPY-Y1 PAM-ag 8, NPY-Y2 PAM-ag -7, NPY-Y1 antag 0, MDM2 E3 inh -17, p97 inhibitor 3, Runt-CBFb FRET 0 and RBBP9 inh -17.
`CC(C)c1nc(SCC(=O)Nc2ccc3c(c2)OCCO3)n[nH]1` gave Hck Nef HTS 10, Runt-SMMHC FRET -3, NPY-Y1 PAM-ag 1, NPY-Y2 PAM-ag 4, NPY-Y1 antag 0, MDM2 E3 inh -13, p97 inhibitor 4, Runt-CBFb FRET 0 and RBBP9 inh -6.
COc1ccc(CC(=O)NNC(=O)CSc2ccc(C)cc2)cc1 was read as Hck Nef HTS -17, Runt-SMMHC FRET 1, NPY-Y1 PAM-ag 15, NPY-Y2 PAM-ag 7, NPY-Y1 antag 0, MDM2 E3 inh -7, p97 inhibitor 2, Runt-CBFb FRET 0 and RBBP9 inh 0.

Source: PubChem BioAssay
